# Rab7 wt GTP bind: modulators of GTP binding to Rab7, primary screen, biochemical, wildtype, multiplex bead flow cytometry. 190,000 tested, 0.055% active. GTP binding activity (percent of control), % at 10 µM. GST-Rab7 beads, fluorescent GTP binding; actives lie on both sides; untreated = 100%, excess cold GTP = 0%. Rab7 GTPase wild type (dog), Bodipy-FL-GTP binding;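 active = fluorescent GTP binding to Rab7 beads changed by at least 20 points from the 100% baseline, either direction, mostly lower; inconclusive = compound itself probably fluorescent, or too few beads counted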;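 also: median green fluorescence of bound Bodipy-FL-GTP per Rab7 bead population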
# Mcl1 Noxa PPI: Mcl-1/Noxa binding inhibitors, primary screen, biochemical, TR-FRET, 1536-well | TR-FRET Mcl-1/Noxa peptide binding, 2 h | inhibition, % at 21.7 µM | 220,000 tested, 1.5% active | AID 1022, 2008;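 active = compounds that cut the protein-peptide binding signal by more than 50% relative to plate controls in a single-dose test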;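 also: His-tagged Mcl-1 with rhodamine Noxa BH3 peptide and terbium anti-His antibody; 0% = Mcl-1 plus Noxa peptide wells and 100% = peptide-only wells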
# Target sequence (Q07820 whole entry, looked up): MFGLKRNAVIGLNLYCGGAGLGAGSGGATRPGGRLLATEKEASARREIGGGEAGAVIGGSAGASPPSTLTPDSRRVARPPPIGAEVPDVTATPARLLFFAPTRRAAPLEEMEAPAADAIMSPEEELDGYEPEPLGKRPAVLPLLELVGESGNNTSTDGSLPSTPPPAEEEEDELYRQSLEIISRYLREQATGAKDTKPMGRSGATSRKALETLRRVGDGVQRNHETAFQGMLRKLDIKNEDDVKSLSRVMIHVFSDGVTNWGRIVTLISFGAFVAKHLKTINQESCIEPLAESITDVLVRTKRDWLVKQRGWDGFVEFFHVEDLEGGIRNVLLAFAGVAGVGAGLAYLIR
# Rac1 mut GTP: GTP binding modulators of activated mutant Rac1, primary screen, biochemical, bead-based flow cytometry, multiplex, fluorescent GTP; GST-Rac1 activated beads; actives lie on both sides; 100% means binding = to untreated wells; percent activity (GTP binding), % at 10 µM; 190,000 tested, 0.11% active;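 active = GTP binding at least 20 percentage points away from the 100% baseline, in either direction, so actives lie on both sides; inconclusive = Compound likely fluorescent itself, or too few beads counted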
# Rac1 wt modul: wildtype Rac1 GTP binding modulators, primary screen, biochemical, GST-Rac1 beads, flow cytometry, multiplex; Ras-related C3 botulinum toxin substrate 1 (Homo sapiens), P63000; 190,000 tested, 0.27% active; AID 757, 2007; fluorescent GTP binding; actives lie on both sides; 0 = cold GTP competed, 100 = untreated; GTP binding activity (% of control), % at 10 µM;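 active = GTP binding activity at least 20 points away from the 100% control level, either lower or higher; inconclusive = compound flagged as likely green fluorescent, judged across all proteins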
# Pf gamet viab: late stage P. falciparum gametocyte viability inhibitors, primary screen, ATP luminescence, HTS; P. falciparum stage V gametocytes, 24 h; inhibition, % at 10.9 µM; 150,000 tested, 0.065% active; AID 743093, 2013;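 active = inhibition above the mean plus 3 SD of compounds within the control limits, set per campaign, cut at about 38% in these data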;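 also: 0% = DMSO wells and 100% = medium only without gametocytes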
# Rab2 wt GTP: modulators of GTP binding to Rab2A wildtype, primary screen, biochemical, dog, bead-based flow cytometry, multiplex; Ras-related protein Rab-2A (Canis lupus familiaris), P61105; GST-Rab2 wt beads, Bodipy-GTP binding; GTP binding activity, % at 10 µM; 190,000 tested, 0.19% active; AID 760, 2007;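 active = GTP binding activity at least 20 points away from 100%, either lowered or raised; inconclusive = signal likely due to the compound's own green fluorescence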;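 also: 0% = beads with excess unlabeled GTP and 100% = no-compound control corrected for plate trend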
# Cdc42 wt: modulators of GTP binding to wildtype Cdc42, primary screen, biochemical, multiplex bead flow cytometry, Bodipy-GTP | Cell division control protein 42 homolog (Homo sapiens), P60953 | GST-Cdc42 beads; actives lie on both sides | percent activity (GTP binding), % at 10 µM | 190,000 tested, 0.2% active;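 active = percent activity GTP binding at least 20 points away from the 100% baseline, either down as inhibitor or up as activator; inconclusive = compound flagged as likely green fluorescent from well-wide comparison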;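 also: median bead fluorescence of bound Bodipy-FL-GTP at 100 nM; 0% = excess unlabeled GTP control and 100% = no compound control; below 100% means less GTP binding so inhibitor and above means activator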
# Target sequence (P60953 whole entry, looked up): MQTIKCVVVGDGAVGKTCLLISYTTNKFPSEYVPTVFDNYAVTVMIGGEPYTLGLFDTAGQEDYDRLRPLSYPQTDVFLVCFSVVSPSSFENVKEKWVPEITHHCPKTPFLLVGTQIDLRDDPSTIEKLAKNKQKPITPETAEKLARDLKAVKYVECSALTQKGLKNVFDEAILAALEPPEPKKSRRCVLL
# Mcl1 Bid PPI: Mcl-1/Bid binding inhibitors, primary screen, biochemical, TR-FRET, 1536-well; Induced myeloid leukemia cell differentiation protein Mcl-1 (Homo sapiens), Q07820; TR-FRET Mcl-1/Bid-Dy647 peptide binding; inhibition, % at 21.7 µM; 220,000 tested, 0.97% active;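 active = compounds that cut the binding signal by more than half at the single screening dose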;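 also: His-tagged Mcl-1 with europium anti-His antibody binding Bid BH3 peptide; 0% = Mcl-1 plus peptide wells and 100% = peptide-only wells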
# HRas wt GTP: modulators of GTP binding to HRas wildtype, primary screen, biochemical, bead-based flow cytometry, multiplex | GTPase HRas (Homo sapiens), P01112 | GTP binding activity, % at 10 µM | 190,000 tested, 0.14% active | GST-Ras wt beads, Bodipy-FL-GTP binding; actives lie on both sides;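 active = GTP binding activity at least 20% away from the 100% baseline, either lowered as inhibitor or raised as activator; inconclusive = flagged as likely green fluorescent, judged across all proteins in the well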;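 also: 0% = unlabeled GTP competition control and 100% = no-compound control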
# Target sequence (P01112 whole entry, looked up): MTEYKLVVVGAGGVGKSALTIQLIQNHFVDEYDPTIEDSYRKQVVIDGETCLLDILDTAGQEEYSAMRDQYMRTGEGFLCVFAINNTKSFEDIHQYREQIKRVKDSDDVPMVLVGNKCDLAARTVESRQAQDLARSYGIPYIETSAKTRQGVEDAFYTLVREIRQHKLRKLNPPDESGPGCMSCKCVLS
# Mcl-1 Bim block: inhibitors of Bim peptide binding to Mcl-1, primary screen, biochemical, bead-based flow cytometry, multiplex. Induced myeloid leukemia cell differentiation protein Mcl-1 (Homo sapiens), Q07820. Bim peptide-Mcl-1 binding. inhibition, % at 10 µM. 190,000 tested, 0.1% active; in the data active = inhibition above about 40%;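 also: 0% = no compound tracer wells and 100% = peptide blocker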
# Avidin bead fluor: green autofluorescence of compounds with avidin beads – biophysical, 488/530 nm, flow cytometry, artefact control, profiling panel. 220,000 tested, 0.38% active. compound fluorescence 488/530 nm; stronger effect = higher value. AID 1775, 2009. fluorescence (KMESF) at 10 µM; in the data active = fluorescence above about 47; also: inactives centre near 10
# * = called active by the depositor; ? = inconclusive; · = not tested or not shown. The order is random (roughly 2.7% active in at least one column).
SMILES,Rab7 wt GTP bind,Mcl1 Noxa PPI,Rac1 mut GTP,Rac1 wt modul,Pf gamet viab,Rab2 wt GTP,Cdc42 wt,Mcl1 Bid PPI,HRas wt GTP,Mcl-1 Bim block,Avidin bead fluor
O=S(=O)(CCSc1nc2ccccc2o1)Cc1ccccc1,99,-15,100,105,2,100,103,-10,100,0,15
Cc1cccc(Nc2nnc(SCC(=O)Nc3cccnc3Cl)s2)c1,100,18,97,104,·,97,98,-4,99,-5,6
COc1ccc(CNC(=O)CN(C)S(=O)(=O)c2ccc(Cl)cc2)cc1,?,1,?,?,-21,?,?,4,?,-4,11
CCOC(=O)C1CCCN(C(=O)CCCOc2cc(=O)n(C)c3ccccc23)C1 (centres undefined),?,-1,?,?,13,?,?,1,?,-4,14
CCSc1nnc(NC(=O)C(C)Sc2nc3ccccc3[nH]2)s1 (centres undefined),98,-3,98,102,1,97,100,-13,98,-4,13
O=C(CSc1nnc(NC(=O)c2ccco2)s1)Nc1ccc2c(c1)OCCO2,94,20,91,94,4,91,90,4,91,0,10
COC(=O)c1cc(NC(=O)c2cccc(C(F)(F)F)c2)c(=O)oc1C,96,1,98,103,5,98,100,-37,100,-3,11
CCOc1ccc(N2CC(=O)SC2=S)cc1,101,20,102,103,6,104,99,-4,102,0,7
CCOC(=O)N1CCN(c2ccc(S(=O)(=O)N(Cc3ccccc3)Cc3ccccc3)cn2)CC1,101,-2,100,101,·,101,98,-16,99,-2,8
COc1ccc([N+](=O)[O-])cc1-n1cccc1,99,-4,100,103,-20,98,103,-29,100,-2,7
Cc1ccc(-n2nnnc2Sc2nc([N+](=O)[O-])nn2C)cc1,98,-12,100,101,·,97,99,-6,97,-7,11
COc1ccc(-c2nn(-c3ccccc3)cc2CNCc2cccnc2)c(F)c1,102,8,96,99,-11,98,97,-72,98,1,11
CCOC(=O)c1ccc(NC(=O)CSc2ccc(-c3ccncc3)nn2)cc1,96,-6,96,97,22,95,97,-34,96,1,25
COc1ccc2c(c1OC)C(=O)N1c3ccccc3C(=O)N(c3ccc(F)cc3)C21 (centres undefined),102,2,100,100,·,99,102,1,99,-6,11
Cc1cc(F)ccc1S(=O)(=O)N1CCCOC1CNC(=O)C(=O)NCCC1=CCCCC1 (centres undefined),101,-12,100,105,-8,101,105,-2,101,-4,3
CCc1cccc(OCCCCNCCCOC)c1,102,20,100,107,-1,100,103,39,100,-4,13
c1ccc(Cc2noc(CN3CCN(Cc4ccc5c(c4)OCO5)CC3)n2)cc1,96,2,98,101,-2,100,102,-9,99,-1,10
COc1ccc(CNC(=O)CCSc2ccc(F)cc2)cc1OC,93,0,97,97,-29,94,96,-15,95,0,28
O=C(NCCc1ccc(F)cc1)c1n[nH]c2ccccc12,95,19,96,96,-16,93,99,-17,97,-1,10
COc1ccc(-c2cn3cc(C)ccc3n2)cc1OC,94,15,96,97,11,98,98,4,100,-1,37
Cc1cccc(N2C(=O)CS/C2=N\NC(=O)c2ccc(Cl)cc2)c1C,104,9,97,101,·,97,103,-8,98,-14,6
CC(C)CN(C#N)c1nc(N2CCOCC2)nc(N2CCOCC2)n1,105,17,100,108,·,103,106,-7,104,-4,9
Cc1ccc(-c2cc(C(=O)Nc3cc(C)on3)c3ccccc3n2)c(C)c1,101,1,100,103,·,99,98,0,99,-1,7
CN(C)c1nc(C#N)nc(N2CCOCC2)n1,97,-5,96,97,·,98,97,-17,97,-2,8
O=C(COc1cccc(Cl)c1)Nc1ccc(N2CCOCC2)cc1,96,3,97,98,·,97,96,-26,98,-4,8
O=C(CSc1nnc(Nc2ccccc2)s1)NN1C(=O)NC2(CCCCC2)C1=O,96,7,98,98,·,96,97,-17,102,-4,15
CC1CCC(C(C)C)C(OP(=O)(c2ccccc2)C(O)c2ccncc2)C1 (centres undefined),104,-10,93,96,·,100,94,-26,99,-2,6
O=C(COc1ncnc2c(Cl)cc(Cl)cc12)N1CCN(S(=O)(=O)c2ccccc2)CC1,95,-1,94,96,5,93,97,-11,95,0,6
O=[N+]([O-])c1ccc(COc2ccc(CNc3ccccc3)cc2)cc1,99,14,97,101,-4,97,100,1,100,-2,6
CCn1c(Cc2ccc(OC)cc2)nnc1SCC(=O)Nc1cccc(C(=O)OC)c1,95,4,96,97,·,98,98,4,97,-2,29
CCCCc1c(C)c(C#N)c2nc3ccccc3n2c1Cl,99,-16,95,101,·,97,94,0,96,-5,7
COc1ccc(C=O)cc1OS(=O)(=O)c1ccccc1[N+](=O)[O-],99,17,99,102,10,99,97,-12,101,-1,17
CC(/C=N/NC(=O)c1cccnc1)=C\c1ccccc1,96,-2,94,101,2,99,95,-31,95,1,8
Cc1cccc(NC(=O)c2ccccc2NC(=O)C2CCCCC2)c1C,99,0,94,100,·,100,101,-7,101,0,22
Cc1ccc(NC(=O)c2ccc(S(=O)(=O)C(F)F)cc2)c(C)c1,99,16,100,105,11,102,104,-19,101,-8,5
COc1ccc(N(C(=O)c2ccco2)C(C(=O)NC2CCCC2)c2cccs2)cc1OC (centres undefined),100,2,100,107,27,97,99,-12,99,0,8
COc1ccc(/C(N)=N/OC(=O)Cc2ccc(C)cc2)cc1,95,4,102,99,4,99,98,-7,99,-5,16
Cc1cc(C)nc(SCC(=O)Nc2ccc(S(=O)(=O)Nc3ncccn3)cc2)n1,100,-16,95,99,23,96,94,-12,99,-1,10
O=C(CCSCCC(=O)NCC1CCCO1)NCC1CCCO1 (centres undefined),101,3,103,106,·,104,103,-37,103,0,8
COc1cc(/C=N/NC(=O)COc2ccccc2[N+](=O)[O-])ccc1OC(=O)c1ccco1,96,20,97,101,-10,96,99,-31,99,-3,7
O=C(CSc1nc(Nc2ccccc2)nc(N2CCOCC2)n1)Nc1ccccc1Cl,104,2,96,99,·,101,101,4,102,-8,8
Cc1cc(=O)oc2ccc(OCC(=O)N(Cc3ccc(F)cc3)Cc3ccco3)cc12,95,11,95,95,·,96,96,6,95,-3,13
CCOC(=O)C1C2C=CC3(CN(c4cccc(Cl)c4)C(=O)C13)O2 (centres undefined),103,1,102,110,·,105,107,-31,105,-1,8
CN=C1SC(CC(=O)Nc2ccc(C(=O)O)cc2)C(=O)N1C (centres undefined),101,1,103,107,·,102,104,2,102,0,7
COc1cc([N+](=O)[O-])ccc1NC(=O)C[n+]1cccc(C)c1,97,0,96,98,·,98,100,11,100,-4,6
COc1cc(C(=O)Nc2ccc(O)cc2)ccc1OC(C)=O,99,-12,98,104,·,100,102,-22,100,0,27
Cc1ccc(C)c(CSc2nnc(-c3cccs3)n2Cc2ccco2)c1,101,9,98,102,10,100,98,-5,101,-1,29
CN1C(=O)c2ccccc2Sc2ccc(NC(=O)N3CCCC3)cc21,94,-24,94,94,·,94,93,4,95,1,29
O=C(NS(=O)(=O)c1ccc2c(c1)OCCO2)c1ccccc1,101,14,97,103,-17,100,103,-4,100,0,14
Cc1cccc(NC(=O)CN2CCC(NC(=O)C3CCCCC3)CC2)c1C,104,-8,104,103,-20,102,105,-37,102,-3,17
OCCC1CN(Cc2cnc(-c3ccccc3)s2)CCN1CCc1ccccc1 (centres undefined),106,12,98,101,-4,101,102,-12,102,-3,4
CCOC(=O)C1CCN(c2c(Nc3ccc4c(c3)OCCO4)c(=O)c2=O)CC1,98,6,101,108,·,99,102,-2,100,0,4
Cc1cccc(/C=C(\c2nc3ccccc3[nH]2)S(=O)(=O)c2ccccc2)c1,100,-7,99,102,10,102,98,-7,100,-17,7
CC(NC(=O)NC1CCCCC1)C(c1cccs1)N1CCOCC1 (centres undefined),103,12,99,106,·,103,105,-8,102,-2,6
CN(Cc1ccccc1)C(=O)c1nc2ccccn2c1CNCCOc1cccnc1,101,-13,94,96,-19,95,96,-37,96,11,12
OCCNCCNCc1ccccc1OCc1ccccc1,99,27,96,98,13,98,98,2,97,-2,21
C=CCn1c(SCc2ccc(F)cc2)nc2c1c(=O)[nH]c(=O)n2C,101,-6,100,103,·,100,105,-12,98,3,6
O=C(Nc1ccc(F)cc1F)c1sccc1SCc1cccc(C(F)(F)F)c1,105,5,100,110,16,104,102,-3,104,1,8
COc1cccc(N2CCN(c3ccc(N4C(=O)CCC4=O)cc3[N+](=O)[O-])CC2)c1,110,10,103,101,9,106,103,-37,107,-4,10
COc1ccc(S(=O)(=O)N2CCN(Cc3ccc(Cl)cc3)CC2)cc1,102,10,100,106,·,99,103,30,102,-1,10
# Continuation.
SMILES,Rab7 wt GTP bind,Mcl1 Noxa PPI,Rac1 mut GTP,Rac1 wt modul,Pf gamet viab,Rab2 wt GTP,Cdc42 wt,Mcl1 Bid PPI,HRas wt GTP,Mcl-1 Bim block,Avidin bead fluor
CCOc1ccc(NC(=O)CSCC(=O)O)cc1,104,0,99,103,0,100,102,-23,102,2,3
O=C(Nc1ccccc1)Nc1nnc(CSCc2ccccc2Cl)s1,102,14,100,104,17,100,100,-7,100,7,10
Cc1cc(NC(=S)NC(=O)c2ccco2)c2ccccc2n1,104,11,97,99,-15,100,97,-24,98,1,11
C=CCN1C(=O)NC2(O)C(=O)c3ccccc3C12O (centres undefined),100,9,99,104,·,100,101,-4,101,0,5
CC(=O)c1ccc(NC(=O)C2(S(=O)(=O)c3ccccc3)CC2)cc1,101,-7,95,94,-2,96,93,-1,95,0,28
O=c1cc(N2CCN(c3ccc(F)cc3)CC2)[nH]c(=O)n1Cc1ccc(F)cc1,100,-24,97,103,·,100,100,-22,100,0,6
CCOC(=O)CCc1c(C)n(CC)c2ncnn2c1=O,102,2,98,106,·,101,105,-11,103,-1,6
Cc1ccc(SCC(=O)N(Cc2nc(-c3ccccc3)no2)C(C)C)cc1,100,3,97,102,-9,100,101,-23,100,-1,9
CCc1ccc(C(=O)Cn2ncc(Cl)c(Cl)c2=O)cc1,104,-7,101,104,·,101,104,-31,103,-2,11
O=C(NCCCn1ccnc1)C(=O)NCC1OCCCN1S(=O)(=O)c1ccc(Cl)cc1 (centres undefined),103,22,101,105,-3,100,103,-20,101,-2,14

# Screens as filed in PubChem.
